Tb PFK block: inhibitors of T. brucei phosphofructokinase; O15648; T. brucei PFK, ADP-Glo luminescence; Potency, µM (series often up to 57.5 µM), for the others: at the highest dose activity, negative = inhibition, hits mostly inhibitors; 330,000 compounds, 0.17% hits;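 also: potency is read from the fitted curve at half-maximal effect; 0% = uninhibited 1x PFK enzyme wells and -100% = no-enzyme wells; nearly all actives have a fitted effect of over 60% in size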
Target sequence (O15648 whole entry, looked up): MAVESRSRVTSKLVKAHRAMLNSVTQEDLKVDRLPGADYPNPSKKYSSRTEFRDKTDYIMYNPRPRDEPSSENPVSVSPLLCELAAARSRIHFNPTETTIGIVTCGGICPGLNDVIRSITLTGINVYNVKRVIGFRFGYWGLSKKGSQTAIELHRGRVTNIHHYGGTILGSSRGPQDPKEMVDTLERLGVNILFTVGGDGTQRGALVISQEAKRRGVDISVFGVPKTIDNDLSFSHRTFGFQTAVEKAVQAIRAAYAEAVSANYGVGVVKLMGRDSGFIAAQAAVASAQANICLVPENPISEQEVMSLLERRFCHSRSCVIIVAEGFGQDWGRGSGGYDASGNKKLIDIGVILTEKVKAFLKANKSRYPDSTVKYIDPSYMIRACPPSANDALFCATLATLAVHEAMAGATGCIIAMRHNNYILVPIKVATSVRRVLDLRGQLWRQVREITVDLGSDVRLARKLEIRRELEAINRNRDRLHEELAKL
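Activity is normalized to no-enzyme wells (full inhibition) and 1.25 nM enzyme wells (no inhibition). Reaction: 0.5 mM F6P, 0.1 mM ATP, 45 min RT, ADP-Glo luminescence; concentration-response curves fitted and classed by quality.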
B2AR arrestin: beta2AR (human) beta-arrestin recruitment activity | P07550 | beta-arrestin recruitment to beta2AR, cell-based reporter | Potency, µM (series often up to 46.1 µM), without a hit: at the highest dose activation, most hits filed as activators | 330,000 compounds, 0.02% hits | AID 492947;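 also: potency is read from the fitted curve at half-maximal effect; 0% = DMSO controls and full agonism = EC100 isoproterenol or metaproterenol; nearly all actives have a fitted effect of over 65% in size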
BCR signal inh: inhibitors of chronic active B-cell receptor signaling | ABC-DLBCL IkBa-CBG/CBR reporter, luminescence ratio, 4 h | Potency, µM (top dose mostly 46.1 µM), for inactives: top-dose ratio change, negative = lower green/red ratio, most hits filed as inhibitors | 340,000 compounds, 0.05% hits | AID 493014; active = well fitted inhibition curve with a large enough effect in the signal ratio, with a control signal flat, not every such curve was filed as active; inconclusive = small, poorly fitted or top-dose-only effect, or effect the other way, or a change in a side signal; the % refers to the signal ratio;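 also: potency is read from the fitted curve at half-maximal effect; plate controls were basal doxycycline-induced cells for no effect and cells given 10 µM MG132 for full effect; MG132 reads +100%, hits lower the ratio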
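TMD8 human ABC-DLBCL cells with doxycycline-inducible IκBα–green luciferase fusion and unfused red luciferase, in 0.5% FBS medium; compounds up to 46 uM, 4 h at 37C. Green/red luminescence ratio, filter-overlap corrected, fitted to concentration-response curves.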
TSHR antagonist: antagonists of human thyroid stimulating hormone receptor; AID 504810; TSHR-expressing cells, TSH-stimulated cAMP HTRF, 2 h; active compounds read low; 330,000 compounds, 0.2% hits; activity change, negative = inhibition, % at 11.5 µM; P16473;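 active = activity change below a set negative limit, meaning inhibition stronger than a set level, cut at about -70% in these data; inconclusive = activity change between two set negative limits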; also: % is scaled to controls: 0 for no effect and ±100 for the full control effect
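Cell-based HTRF cAMP assay; TSHR cells + compound, TSH EC80 (4nM final), 2 h, 37 deg C. Lysis with anti-cAMP cryptate and cAMP-d2, 30 min RT, read 665/620 nm.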
USP2a block: USP2a (human) protease inhibition; O75604; USP2 core, Ub-CHOP2 coupled fluorogenic reporter, 485/531; Potency, µM (series often up to 38.3 µM), for the others: at the highest dose activity change, negative = inhibition, actives largely listed as inhibitors; 330,000 compounds, 0.01% hits; AID 463254;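 also: potency is read from the fitted curve at half-maximal effect; plate controls were DMSO wells for no effect and full inhibition by NEM control for full effect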
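Cell-free coupled assay: 10nM USP2 core preincubated 30min RT with compound in Tris-HCl pH 8.0/CaCl2/CHAPS buffer, then 25nM Ub-CHOP2 and 25nM reporter substrate; fluorescence (Ex 485/Em 531) read after 60min RT, normalized to NEM inhibition, concentration-response curves fitted.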
Eya2 phos inh: inhibitors of human Eya2 phosphatase activity. O00167. recombinant Eya2, OMFP fluorescence dephosphorylation (OMFP is methylfluorescein phosphate). Potency, µM (doses to about 76.9 µM), inactives show at the highest dose activity, negative = inhibition, actives largely listed as inhibitors. 330,000 compounds, 0.006% hits; also: potency is read from the fitted curve at half-maximal effect; % is scaled to controls: 0 for no effect and ±100 for the full control effect
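Eya2 (0.2 uM) preincubated 10 min at ambient with compound, then OMFP substrate added at 50 uM; 10 min reaction in 50 mM HEPES pH 7.5, 50 mM NaCl, 5 uM MgCl2, 0.05% BSA, 1 mM DTT. Fluorescence read at Ex 485/Em 525 nm.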
ELG1 repair inh: ELG1-dependent DNA repair inhibition | HEK293T ELG1-luciferase reporter, luminescence, 16 h; DNA damage induced by 5-fluorouridine | Potency, µM (highest dose often 46.1 µM), without a hit: at the top dose activity change, negative = inhibition, usual class: inhibitors | 330,000 compounds, 2.3% hits | AID 504467; also: potency is read from the fitted curve at half-maximal effect; % is scaled to controls: 0 for no effect and ±100 for the full control effect; nearly all actives have a fitted effect of over 55% in size
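Reporter activity after DNA damage by 5-fluorouridine is monitored. Compound-treated cells incubate 16 hr at 37 °C, then ONE-Glo is added for 30 min before luminescence reading.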
Mito fusion act: mitochondrial division inhibition or fusion activation; S. cerevisiae fusion-defective mutant growth rescue, CellTiterGlo 48 h; 320,000 compounds, 0.23% hits; Potency, µM (doses to about 46.1 µM), without a hit: at the top dose growth rescue (activation), usual class: activators;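 also: potency is read from the fitted curve at half-maximal effect; % of control where 0% means no effect; nearly all actives have a fitted effect of over 45% in size; temperature-sensitive fusion mutants such as fzo1-1 at 37 °C on non-fermentable ethanol glycerol medium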
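Growth-rescue viability read-out: after 48 h at the non-permissive 37C in glycerol/ethanol YPEG, yeast mitochondrial fusion mutants are measured by CellTiterGlo luminescence; compounds (23 nl pinned per well) restoring growth score as division inhibitors or fusion activators.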
uPA generation: cell surface uPA generation inhibition. cell surface uPA generation assay, qHTS. Potency, µM (titrated, usually from 38.3 µM), inactives show at the top dose activity change, negative = inhibition, usual class: inhibitors. 330,000 compounds, 0.31% hits. AID 540303; active = well fitted inhibition curve with a large enough effect; inconclusive = small, poorly fitted or top-dose-only effect; inactive = no such curve, though single readings can be large or run the other way; tested in mouse RAW 264.7 cells; also: potency is read from the fitted curve at half-maximal effect; % is scaled to controls: 0 for no effect and ±100 for the full control effect; nearly all actives have a fitted effect of over 55% in size
TSG101-PTAP inh: blocks PTAP/TSG101 interaction to inhibit HIV-1 budding. Q99816. Fluorescence polarization, FITC-PTAP peptide / Tsg101 binding. Potency, µM (highest dose often 115 µM), for inactives: at the highest dose activity change, negative = inhibition, hits mostly inhibitors. 340,000 tested, under 10 active. AID 493005; active = well fitted inhibition curve with a large enough effect in the main read-out, with a control signal flat, not every such curve was filed as active; inconclusive = small, poorly fitted or top-dose-only effect, or effect the other way, or a change in a side signal; inactive = no such curve, though single readings can be large or run the other way; also: potency is read from the fitted curve at half-maximal effect; % of control where 0% means no effect
Target sequence (Q99816 whole entry, looked up): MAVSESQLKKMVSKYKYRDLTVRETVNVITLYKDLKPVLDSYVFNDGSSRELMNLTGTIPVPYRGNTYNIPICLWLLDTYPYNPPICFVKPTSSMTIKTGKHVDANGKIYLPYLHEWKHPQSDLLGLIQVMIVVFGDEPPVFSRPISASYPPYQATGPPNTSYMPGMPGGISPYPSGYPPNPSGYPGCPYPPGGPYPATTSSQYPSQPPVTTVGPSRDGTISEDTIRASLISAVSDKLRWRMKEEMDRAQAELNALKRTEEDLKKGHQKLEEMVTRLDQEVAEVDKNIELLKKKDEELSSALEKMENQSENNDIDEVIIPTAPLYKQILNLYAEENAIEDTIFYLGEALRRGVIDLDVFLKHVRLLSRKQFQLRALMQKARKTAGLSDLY
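Steps: Tsg101 binding domain dispensed (10 uM final), compounds pinned in DMSO, FITC-labeled PTAP-motif peptide added (50 nM final); after 20 min binding at room temperature, polarization measured.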
TCR act: activators of T cell receptors; Potency, µM (doses to about 9.22 µM), for the others: at the top dose activation of IL-2 secretion, hits mostly activators; primary human leukocytes, anti-CD3, IL-2 HTRF, 48 h; 330,000 tested, under 10 active; also: % of control where 0% means no effect
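48 hr co-incubation of compounds, a-CD3 beads and primary human leukocytes; IL-2 quantified homogeneously by HTRF with anti-IL-2 K and d2 conjugates.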
The depositor's hits bear a star; ? = inconclusive; nt = not tested or not shown; [ ] = another dose, or the depositor's remark. Unless noted, calls follow the shape of the dose curve; as a rule, active = well fitted curve in the direction sought with a large enough effect; inconclusive = small, poorly fitted or top-dose-only effect, or another doubt; inactive = no such curve, though single readings can be large; an effect the other way counts as inactive or inconclusive. Compounds were not picked by outcome; overall some 3% were active at least once.

SMILES	Tb PFK block	B2AR arrestin	BCR signal inh	TSHR antagonist	USP2a block	Eya2 phos inh	ELG1 repair inh	Mito fusion act	uPA generation	TSG101-PTAP inh	TCR act
O=c1c2ccccc2n2c(=S)[nH]nc2n1-c1ccccc1	-13%	-0.8%	?	4	1%	9%	14%	10%	1%	-2%	5%
Cc1oc(-c2ccccc2F)nc1CS(=O)CC(=O)NC1CCCC1 (stereo unspecified)	-3%	0.4%	1%	5	2%	-6%	4%	8%	-3%	-1%	1%
CN(C(=O)CCc1ccccc1)c1nnc(-c2ccncc2)s1	6%	0.0%	4%	-13	-1%	6%	?	12%	0%	-3%	-3%
O=C(CCl)N1N=C(c2ccco2)CC1c1cccs1 (stereo unspecified)	6%	0.0%	?	13	3%	4%	?	-9%	-13%	0%	0%[46.1 µM]
COc1ccc(S(=O)(=O)NC(C)CCc2ccccc2)cc1 (stereo unspecified)	1%	-0.1%	-3%	-13	9%	-20%	-1%	?	0%	-6%	1%
CC(NCC(=O)Nc1ccccc1C(=O)NC1CC1)c1ccccc1Cl (stereo unspecified)	2%	-0.1%	?	27	-1%	5%	-1%	-5%	4%	0%	8%
O=C(Cc1ccccc1)NC1CCN(S(=O)(=O)c2cccc(F)c2)CC1	-4%	0.1%	2%	-4	3%	-22%	-2%	0%	0%	-3%	nt
O=C(COc1ccc2c3c(c(=O)oc2c1)CCC3)NC1CCCCC1	2%	-0.7%	?	-9	1%	-4%	-19%	-4%	2%	-11%	-3%
N/C(=N\OC(=O)c1cccs1)c1ccc(Cl)cc1	3%	6.4%	?	13	8%	16%	?	13%	-23%	-5%	6%
CC1CCCCC12NC(=O)N(CC(=O)NC(=O)Nc1ccc3c(c1)OCCO3)C2=O (stereo unspecified)	3%	3.1%	0%	22	1%	7%	?	5%	-10%	-2%	-7%
CCOc1ccc(S(=O)(=O)NCc2csc(C)n2)cc1	-5%	-0.2%	-2%	3	-2%	1%	0%	3%	7%	-1%	8%
Cc1cccc(/N=C/c2c(O)ccc3oc4c(c23)CCCC4)n1	2%	0.3%	-2%	6	4%	-7%	-3%	0%	3%	-1%	-5%[46.1 µM]
O=C(Cc1ccc(Cl)cc1)NC1CCCN(Cc2ccccc2F)C1 (stereo unspecified)	-7%	-0.2%	7%	1	-1%	-2%	18%	-1%	4%	-2%	-1%
Cc1ccc(C)c(NC(=S)NC(NC(=O)Cc2cccc3ccccc23)C(Cl)(Cl)Cl)c1 (stereo unspecified)	-1%	2.3%	?	-8	3%	-18%	?	0%	0%	2%	5%
CN(C)c1ccnc(-n2cccc2/C=N/OCc2ccc(F)cc2Cl)c1C#N	1%	-1.3%	-5%	-8	5%	-3%	-16%	15%	-8%	0%	-3%
Cc1cc(Cl)cc(Cl)c1OCC(=O)NCc1ccco1	-4%	-0.2%	?	2	0%	17%	25%	-6%	-5%	-9%	-3%
O=C1CCCN1c1ccc(N2CCCC2=O)cc1	3%	0.6%	8%	-2	0%	-12%	16%	3%	-3%	-9%	4%
COCCn1c(SCC(=O)NC2CCCCC2C)nnc1-c1ccncc1 (stereo unspecified)	-1%	-0.5%	2%	11	3%	-3%	1%	-15%	3%	-4%	-1%
COc1ccccc1NS(=O)(=O)c1cc(C(=O)N2CCCCCCC2)ccc1C	0%	-0.5%	0%	10	-4%	8%	3%	-22%	2%	-4%	5%
CCN(CC)C(=O)Oc1cc(COC)nc(-c2ccccc2)n1	1%	0.4%	-25%	6	0%	-7%	-11%	5%	3%	0%	-2%
Cc1cccc(CNC(=O)C2CCCN(c3nn4c(=O)cc(C)nc4s3)C2)c1 (stereo unspecified)	0%	-1.0%	-1%	3	0%	-21%	7%	-1%	4%	0%	4%
CCCn1c(NC(=O)c2ccc([N+](=O)[O-])o2)nc2ccccc21	-4%	0.3%	?	-12	2%	4%	?	14%	-6%	-12%	1%
C[C@H](NC(=O)c1ccco1)C(=O)Nc1nnc(SCc2ccccc2)s1	3%	-1.1%	-1%	12	-1%	7%	4%	nt	6%	0%	0%
COc1ccc(-n2c(C)cc(C(=O)COC(=O)c3ccc(O)cc3O)c2C)cc1	-3%	0.3%	?	-74*	-15%	14%	?	17%	?	-5%	-8%
COc1ccc(CCN(C(=O)c2ccco2)C(C(=O)NC2CCCC2)c2ccncc2)cc1OC (stereo unspecified)	7%	-0.3%	?	3	0%	-4%	8%	6%	2%	-4%	-5%

(list continues)
SMILES	Tb PFK block	B2AR arrestin	BCR signal inh	TSHR antagonist	USP2a block	Eya2 phos inh	ELG1 repair inh	Mito fusion act	uPA generation	TSG101-PTAP inh	TCR act
Cc1csc(NC(=O)C2C3C=CC(C3)C2C(=O)O)n1 (stereo unspecified)	3%	0.2%	-1%	-1	-4%	9%	14%	-2%	nt	-6%	-2%
CCOc1ccc(OCCn2c(S(=O)(=O)O)nc3c(N)ncnc32)cc1	1%	-0.2%	1%	-6	-2%	-7%	-14%	-10%	6%	-7%	4%
Cn1cnnc1SCc1ccc(C(=O)N/N=C/c2cccs2)cc1	-4%	0.0%	7%	-2	1%	11%	?	-1%	?	-8%	-6%
COc1cccc(CCNC(=O)c2ccc(OC)c(OC3CCN(C(C)C)CC3)c2)c1	1%	0.0%	-7%	6	1%	5%	16%	0%	1%	-2%	5%
COCCN1CCN(c2c3c(nc4cc(-c5cccc(F)c5)nn24)CCC3)CC1	-5%	-0.6%	-13%	11	-2%	-19%	?	3%	-4%	-7%	4%[46.1 µM]
O=C(NCCCN1CCN(CCCNC(=O)c2ccc(F)cc2)CC1)c1ccc(F)cc1	-6%	-0.5%	3%	15	-6%	7%	5%	-1%	-1%	-9%	2%
COc1ccc(CN2C(=O)NC(C)(c3ccc(C)cc3)C2=O)cc1F (stereo unspecified)	-3%	4.6%	?	3	-1%	-13%	-9%	-6%	0%	-2%	4%
CC(C)N(Cc1c(O)ccc2c(=O)c(-c3ccc(Cl)cc3)coc12)C(C)C	-3%	4.4%	8%	-7	-1%	-10%	-48%	4%	-11%	0%	nt
CC(=O)C1=C(c2ccccc2)NC(=O)NC1c1ccc(O)c(Cl)c1 (stereo unspecified)	0%	0.3%	-2%	10	0%	1%	2%	1%	3%	-11%	-1%
O=C(COc1ccc(Cl)cc1Cl)Nc1ccc(S(=O)(=O)NC2=NCCCCC2)cc1	15µM*	-0.6%	?	1	1%	-12%	-8%	8%	3%	-1%	0%[46.1 µM]
CCOC(=O)C1=C(C)N=C2SC(C)C(=O)N2C1/C=C/c1ccccc1OC (stereo unspecified)	0%	0.2%	3%	-6	0%	-23%	3%	8%	8%	-7%	-4%
O=C(OCC(=O)N1CCN(C(=O)c2ccco2)CC1)c1cccc(O)c1	-26%	5.6%	?	3	0%	-18%	?	4%	2%	-4%	4%
Cc1cccc(C)c1NC(=O)c1c(C)nn(-c2ccccc2)c1Cl	-12%	0.0%	-5%	18	0%	-31%	-5%	-3%	nt	-1%	-2%
O=C(NC(=S)Nc1ccccc1N1CCOCC1)c1ccc([N+](=O)[O-])cc1	0%	-2.7%	0%	0	0%	-1%	?	-4%	1%	-2%	-2%[46.1 µM]
N#Cc1c(NCCCO)nc(NCc2ccccc2)c2c1CCN(Cc1ccccc1)C2	0%	0.4%	?	-5	-2%	8%	?	-3%	9%	-1%	2%
COc1cccc2c(=O)n(CC(=O)N3CCCc4ccccc43)ccc12	6%	0.2%	5%	4	2%	7%	-10%	0%	-9%	-9%	0%
Cn1c(N)c(C(=O)CN2CCc3ccccc3C2)c(=O)n(C)c1=O	2%	-0.2%	-11%	1	0%	4%	14%	9%	10%	-4%	-3%
O=C1c2ccccc2C2=Nc3ccccc3SC(c3ccccc3F)C12 (stereo unspecified)	4%	-0.3%	?	6	-17%	-5%	?	-18%	-4%	0%	nt
CCOc1ccccc1CN1CCNC(=O)C1CC(=O)NCc1nc(C)cs1 (stereo unspecified)	2%	-0.4%	1%	1	-1%	-1%	0%	-1%	7%	nt	2%
CS(=O)(=O)N(CC(=O)N1CCCC1)c1ccccc1F	-2%	0.2%	5%	-7	2%	1%	1%	0%	2%	-5%	0%

Bioassay records deposited in PubChem BioAssay by National Center for Advancing Translational Sciences (NCATS).
